PPC-1+TRAIL kill: compounds killing PPC-1 cancer cells with TRAIL present, primary screen, TRAIL potentiator project, ATPLite luminescence, uHTS. cell killing (% activity), % at 4 µM. actives 0.41% (n = 220,000). AID 1443, 2008. PPC-1 cells + TRAIL, ATPLite viability luminescence;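 active = cell killing above 50% in the first pass at 4 µM, then a duplicate retest at 5 µM averaging 50% or more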;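 also: plate controls were cells with TRAIL plus DMSO for no effect and medium-only wells lacking cells for full effect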
TRPML3 agonist: human TRPML3 channel agonists, primary screen, cell-based, HEK293 TRPML3-YFP, Fluo-8 calcium fluorescence, 3 µM | 100% = the carbachol control signal | activation, % at 3 µM | actives 0.29% (n = 220,000) | AID 1448, 2008;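 active = activation above its plate's cutoff, the mean activation of the plate's test wells plus 3 SD, cut at about 12% in these data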;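 also: 0% = DMSO only wells and 100% = carbachol wells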
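Test system: HEK293 cells stably carrying human TRPML3-YFP; Doses: single dose, 3 µM final nominal compound, 0.3% DMSO final; Schedule: dye loading 1 h 37 °C then 30 min ambient, 125 s read; Technique: Fluo-8 calcium fluorescence; Benchmarks: high control carbachol 87 µM, low control DMSO.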
Furin inhibitor: human furin inhibitors, primary screen, biochemical, fluorescence intensity; P09958; inhibition, % at 30 µM; purified furin, fluorogenic substrate cleavage; AID 463115, 2010; actives 0.061% (n = 220,000); in the data active = inhibition above about 25%; also: inactives centre near -15
Target sequence (P09958 108-714 limits assumed): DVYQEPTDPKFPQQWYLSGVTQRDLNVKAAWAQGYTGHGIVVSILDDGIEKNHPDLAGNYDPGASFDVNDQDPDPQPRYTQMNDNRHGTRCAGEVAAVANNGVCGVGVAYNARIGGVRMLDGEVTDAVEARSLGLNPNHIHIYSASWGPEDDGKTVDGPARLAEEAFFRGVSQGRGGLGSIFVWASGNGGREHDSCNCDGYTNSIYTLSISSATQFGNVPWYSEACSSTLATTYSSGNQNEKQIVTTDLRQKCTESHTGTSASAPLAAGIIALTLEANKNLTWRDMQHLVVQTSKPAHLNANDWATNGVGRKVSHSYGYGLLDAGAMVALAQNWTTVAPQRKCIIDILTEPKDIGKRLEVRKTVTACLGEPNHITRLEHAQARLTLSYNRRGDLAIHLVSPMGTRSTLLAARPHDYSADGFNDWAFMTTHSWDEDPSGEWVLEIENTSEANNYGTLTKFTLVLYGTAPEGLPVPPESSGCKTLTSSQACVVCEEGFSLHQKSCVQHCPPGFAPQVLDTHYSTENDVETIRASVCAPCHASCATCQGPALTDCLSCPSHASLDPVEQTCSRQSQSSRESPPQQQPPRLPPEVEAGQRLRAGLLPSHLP
TRPN1 ag: zebrafish TRPN1 channel agonists, primary screen, cell-based, HEK293, calcium fluorescence | transient receptor potential cation channel N1 (TRPN1/NompC), Danio rerio | HEK293 zebrafish TRPN1-YFP, Fluo-8 calcium fluorescence; 100% = response to 87 µM carbachol | AID 1424, 2008 | activation, % at 3 µM | actives 0.18% (n = 220,000);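 active = activation above its plate's cutoff, the mean activation of test wells on that plate plus 3 SD, cut at about 19% in these data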;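 also: 0% = DMSO alone and 100% = 87 µM carbachol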
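Material – zebrafish TRPN1-YFP in HEK293 cells · Doses – 3 µM single point · Schedule – dye 1 h 37 °C plus 30 min RT · Signal – Fluo-8 calcium fluorescence, excitation 470-495 nm, emission 515-575 nm · Read-out – % activation versus carbachol response · Control set – carbachol high, DMSO low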
Thrombin inh: human alpha-thrombin inhibitors, primary screen, counter-screen for coagulation protease inhibitor project, biochemical, 1536-well, fluorogenic AMC substrate | Boc-VPR-AMC fluorogenic substrate cleavage | Prothrombin (Homo sapiens), P00734 | actives 0.26% (n = 220,000) | inhibition, % at 5 µM | AID 1046, 2008;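 active = inhibition at or above 40%; inactive = inhibition below 40%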;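 also: 0% = enzyme with no compound and 100% = wells without enzyme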
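System: human alpha-thrombin protein; Compound dosing: one concentration per compound, 5 µM, with 0.2% DMSO; Timing: reaction at room temperature; Technique: AMC fluorescence, 355/460 nm; Controls: enzyme without compound as high, wells lacking enzyme as low.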
EBV gp42 inh: Epstein-Barr virus gp42 inhibitors, primary screen, biochemical, uHTS, fluorescence polarization; Glycoprotein 42 (Epstein-Barr virus (strain AG876)), Q1HVG2; Fluorescence polarization binding assay, mP read-out; inhibition, % (tested at 21.74 µM); actives 0.42% (n = 220,000); in the data active = inhibition above about 50%
Target sequence (Q1HVG2 whole entry, looked up): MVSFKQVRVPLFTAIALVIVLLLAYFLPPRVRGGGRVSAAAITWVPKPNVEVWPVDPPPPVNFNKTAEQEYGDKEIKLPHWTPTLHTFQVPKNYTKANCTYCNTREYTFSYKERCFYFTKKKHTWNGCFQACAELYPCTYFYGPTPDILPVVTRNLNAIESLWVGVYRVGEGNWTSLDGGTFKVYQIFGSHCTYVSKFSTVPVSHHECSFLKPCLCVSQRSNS
KCC2 mod: KCC2 cotransporter modulators, thallium flux, primary screen, cell-based, HEK293 KCC2, FluoZin-2 fluorescence, MLSMR. Solute carrier family 12 member 5 (Homo sapiens), Q9H2X9. KCC2 cells, thallium flux FluoZin-2 fluorescence. B-score of Tl+ flux slope (higher = more flux/activation; lower = inhibition) at 10 µM. actives 2.2% (n = 190,000);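 active = thallium flux slope and its plate-corrected score both differing from the plate sample mean at a set confidence after two filtering rounds, in either direction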;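 also: slope of fluorescence scaled to starting intensity during 10 to 20 s after thallium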
TbHK1 inh: Trypanosoma brucei hexokinase 1 inhibitors, primary screen, biochemical, G6PDH-coupled NADH absorbance, MLSCN library | inhibition, % at 10 µM | actives 0.11% (n = 220,000) | recombinant TbHK1, G6PDH-coupled NADH A340 | AID 1430, 2008 | hexokinase 1 [Trypanosoma brucei];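 active = inhibition of 50% or more in the single-dose primary screen; inactive = inhibition below 50%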
m-calpain inh: inhibitors of pig calpain II, primary screen, biochemical, fluorogenic peptide substrate, 1536-well; purified calpain II, 30 min; inhibition, % at 16 µM; actives 0.37% (n = 220,000);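 active = inhibition above about 50%, limit read from the data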
* marks the source's active call; other numbers are inactive results; i = inactive; x = no result given; [ ] = remark or other dose.

nr	Molecule	Furin inhibitor	Thrombin inh	TbHK1 inh	KCC2 mod	EBV gp42 inh	TRPML3 agonist	TRPN1 ag	PPC-1+TRAIL kill	m-calpain inh
1	O=C1CN(CC(=O)Nc2cccc(Cl)c2Cl)c2ccccc2N1	-15	x	-2	-0.17	-9	0.6	-0.1	12	-36
2	CSCCC(NC(=O)c1ccc([N+](=O)[O-])cc1Cl)C(=O)OCC(=O)NCCCc1ccccc1 (centres undefined)	-8	-8	-5	-4.3*	-1	0.5	-0.7	13	5
3	COCCNC(=O)CN(c1cccc(OC)c1)S(=O)(=O)c1ccc(C)cc1	-26	-5	2	0.5	-7	0.8	0.1	-11	-19
4	O=C(Nc1cscc1S(=O)(=O)c1ccccc1)c1ccccc1Cl	-19	0	9	-2.8	-14	-1.7	-2.8	-4	8
5	O=C(Cc1ccc(F)cc1)NCc1cccnc1	-18	-4	-3	1	-21	1.1	0.9	4	-16
6	CCOC(=O)c1cccc(NC(=O)CSc2nc3cccnc3n2C)c1	-15	-4	-3	x	-16	2.7	7.2	25	-9
7	O=C1CC(N2CCC(c3nc4ccccc4s3)CC2)C(=O)N1Cc1ccccc1 (centres undefined)	-14[20 µM]	-4	-5	-1.4	-19	1.3	-0.2	-13	12
8	COc1cc2c(cc1NC(=O)C1CCCO1)oc1ccccc12 (centres undefined)	-7[20 µM]	0	1	-0.36	-6	-0.8	-0.7	-7	-15
9	Cc1ccc(S(=O)(=O)CCc2nnc(NC(=O)c3cnccn3)s2)cc1	-31[20 µM]	6	-16	-0.41	-17	0.3	-0.8	-1	4
10	COc1cc(C(=O)NCc2nnc(SCC(=O)Nc3nc4ccccc4s3)o2)cc(OC)c1OC	2	-7	34	0.031	-11	0.4	-0.6	16	42
11	CC1CCN(C(=O)C2CCCCN2S(=O)(=O)c2cccc([N+](=O)[O-])c2)CC1 (centres undefined)	-16	-1	2	-1.6	1	0.8	-2.2	4	1
12	COc1ccc(NCC(=O)N/N=C/c2cc([N+](=O)[O-])ccc2N2CCCC2)cc1	9	x	-5	-0.35	-16	-0.4	-1.4	-1	-44
13	CCOc1ccc(Br)cc1S(=O)(=O)Nc1nc(CN2CCOCC2)nc2sc(C)c(C)c12	3[20 µM]	13	-5	-0.52	-18	0.2	1.2	3	-1
14	Cc1ccc(CC(=O)Nc2nc3ccccc3[nH]2)cc1C	-22[20 µM]	-3	-1	0.23	-2	0.1	-0.3	6	16
15	Cc1ccc(S(=O)(=O)c2nc(NCc3ccc4c(c3)OCO4)sc2Cl)cc1	-22	-1	1	-1.8	-37	0.6	-0.6	-3	15
16	COc1ccc(NC(=O)N(CCC(C)C)C(C)c2ccccn2)c(OC)c1 (centres undefined)	-21	-11	-1	x	-1	-0.4	-1.5	21	3
17	O=C(Nc1nccs1)c1cccc(NC(=O)C2CC2)c1	-5[20 µM]	3	2	-0.43	-15	0.1	8.0	15	-19
18	CC(C)(C)C(=O)NC(NC(=O)C(C)(C)C)c1ccc([N+](=O)[O-])cc1	-13	-5	-3	1.5	-2	0.5	-1.1	7	1
19	O=S(=O)(N1CCCCC1)n1c(Cc2ccccc2)nc2ccccc21	-25[20 µM]	0	3	-0.9	-5	0.4	-2.4	6	11
20	CN(CCCC(=O)Nc1ccncc1)S(=O)(=O)c1ccc(Cl)cc1	4[20 µM]	0	1	-1	-16	2.3	7.0	17	-8
21	CCNC(=S)Nc1ccc(Oc2ccccc2)cc1	-22[20 µM]	x	3	x	x	1.1	-0.5	x	x
22	CC(C)NC(=S)N/N=C/C1=CCC2CC1C2(C)C (centres undefined)	-11	1	8	-0.0064	2	-0.4	-2.7	-14	51*
23	CC[C@H](C)[C@H](NS(=O)(=O)c1ccc(C)cc1)C(=O)N1CCC(C(=O)N[C@@H](C)C(=O)O)CC1	-17	4	-4	0.094	-7	-0.3	0.3	14	-12
24	Cc1cccc(NC2=NC(=S)N(c3cccc(C(=O)O)c3)C23CCCCC3)c1	-20	0	-5	-2.3	4	0.8	0.2	2	16

Along the list, from the results shown:
Entries 16–22 in TRPN1 ag, in turn: -1.5, 8.0, -1.1, -2.4, 7.0, -0.5, -2.7

Profiles, looked up by structure:
Entry for CCOC(=O)c1cccc(NC(=O)CSc2nc3cccnc3n2C)c1 : Furin inhibitor = -15; Thrombin inh = -4; TbHK1 inh = -3; KCC2 mod = x; EBV gp42 inh = -16; TRPML3 agonist = 2.7; TRPN1 ag = 7.2; PPC-1+TRAIL kill = 25; m-calpain inh = -9
Entry for O=C1CC(N2CCC(c3nc4ccccc4s3)CC2)C(=O)N1Cc1ccccc1 (centres undefined) : Furin inhibitor = -14[20 µM]; Thrombin inh = -4; TbHK1 inh = -5; KCC2 mod = -1.4; EBV gp42 inh = -19; TRPML3 agonist = 1.3; TRPN1 ag = -0.2; PPC-1+TRAIL kill = -13; m-calpain inh = 12

Returning to the listing, repeating the 3 entries before the break.
nr	Molecule	Furin inhibitor	Thrombin inh	TbHK1 inh	KCC2 mod	EBV gp42 inh	TRPML3 agonist	TRPN1 ag	PPC-1+TRAIL kill	m-calpain inh
22	CC(C)NC(=S)N/N=C/C1=CCC2CC1C2(C)C (centres undefined)	-11	1	8	-0.0064	2	-0.4	-2.7	-14	51*
23	CC[C@H](C)[C@H](NS(=O)(=O)c1ccc(C)cc1)C(=O)N1CCC(C(=O)N[C@@H](C)C(=O)O)CC1	-17	4	-4	0.094	-7	-0.3	0.3	14	-12
24	Cc1cccc(NC2=NC(=S)N(c3cccc(C(=O)O)c3)C23CCCCC3)c1	-20	0	-5	-2.3	4	0.8	0.2	2	16
25	COc1cc(Br)c(S(=O)(=O)Nc2c(C)n(C)n(-c3ccccc3)c2=O)cc1OC	-22[20 µM]	1	-8	1.1	7	0.6	-0.8	5[5 µM]	28
26	Cc1nc2ccccc2cc1O	-26[20 µM]	-5	-13	0.32	-14	0.7	1.3	29	i
27	CC(C)c1nc(C#N)c(NCCCn2ccnc2)o1	-26	4	-2	x	-6	1.0	1.7	15	16
28	CCCc1nccn1S(=O)(=O)c1cc(OC)ccc1OC	-23[20 µM]	-3	-6	-0.4	-13	0.2	0.0	23	1
29	O=C1CN(c2ccccc2)C(=O)N1	-12	-8	9	x	0	0.8	0.5	-2	0
30	O=C(Nc1ccccc1)Nc1ccccc1C(=O)NCc1ccccc1	-21[20 µM]	0	2	x	-4	-0.5	-1.0	-18	4
31	O=C(CNc1ccccc1)N/N=C/c1ccc2c(c1)OCCO2	-17	-7	-15	0.061	2	-0.2	-0.9	11	1
32	Cc1cc(C)c(C)c(S(=O)(=O)Nc2ccccc2C(=O)O)c1C	-27	-8	-6	-2.3	-8	0.0	0.2	14	-15
33	CCOC(=O)N1CCC(N2C(=O)c3ccccc3C2Nc2c(C)cccc2C)CC1 (centres undefined)	-25	4	-14	x	6	-0.5	-1.7	24	-14
34	S=C(NCc1ccco1)N1CCN(Cc2ccc(Cl)cc2Cl)CC1	-4[20 µM]	2	1	-2.6	-6	-0.1	1.1	6	8
35	Cc1ccc(C(C)C)cc1C(=O)CC1(O)C(=O)N(C)c2ccccc21 (centres undefined)	-22	4	1	0.035	-26	0.2	-0.3	-3[5 µM]	15
36	COc1ccc(C(=O)/C=C/Nc2ccc(S(=O)(=O)Nc3onc(C)c3C)cc2)cc1	-7	-10	22	0.034	-5	0.9	1.5	34	13
37	Cc1onc(-c2ccccc2Cl)c1C(=O)OCc1cnc(Cl)s1	6	-5	-6	0.27	-3	-0.8	-2.4	2	33
38	O=C(NCCCN1CCOCC1)c1c(O)c2cc(Br)cc(Br)c2[nH]c1=O	-2[20 µM]	x	-9	0.026	x	1.2	0.3	-7	x
39	CCOC(=O)c1sc2nc(SC)nc(-c3ccccc3)c2c1N	-10[20 µM]	-11	-5	-0.59	-15	0.6	3.0	6	-40
40	NC(=O)c1ccc(NC(=O)CCc2nc3ccccc3s2)cc1	-1	0	7	-0.76	-3	0.8	1.5	16	-21
41	Cn1c(=O)[nH]c(=O)c2c1nc(N1CCN(c3cccc(Cl)c3)CC1)n2CCCc1ccccc1	-10[20 µM]	-5	-10	1.4	-11	0.8	0.0	17	-1
42	Fc1ccc(NC(=S)N2CCCc3ccccc32)cc1	-22[20 µM]	0	-5	x	1	1.0	0.4	10	1
43	CCOC(=O)Cc1csc(SCC(=O)/C(C#N)=C(\C)N)n1	-19	-18	6	0.51	5	0.5	0.8	11	-43
44	O=c1cc(N2CCN(c3ccccc3)CC2)[nH]c(=O)n1C1CCCCC1	-14	4	-12	x	-11	0.8	-0.5	-6	24
45	CC(=O)c1c(C(C)=O)c(C)n(Cc2ccc(Cl)cc2)c1C	-8[20 µM]	-2	-5	x	-17	2.1	6.4	8	7
46	Cc1nn(-c2ccccc2)nc1CNC(=O)C1CCC1	-13	3	5	0.35	-8	0.9	-0.9	17	8
47	O=C(O)CNC(=S)N(Cc1ccccc1F)C1CCCCC1	-26	-11	-6	0.036	-11	0.7	-0.4	22	-6
48	COc1ccccc1Oc1ccc2c(c1)C(=O)N(c1ccc(C)cc1)C2=O	-15[20 µM]	-2	1	-0.33	0	0.1	0.6	9	-32
49	N=C1C(c2ccccc2)=C(O)CN1c1cccc2ccccc12	-17	-8	-1	0.83	6	1.4	1.4	5	10
50	CCN(CC)S(=O)(=O)c1ccc(N2CCOCC2)c(NC(=O)CCOc2ccccc2)c1	8	6	-6	-2	-1	-0.5	0.0	3	14
51	CCCOc1ccc(C2C(=O)N(C3CCCCC3)CC(=O)N2C2CC2)cc1OC (centres undefined)	-16	-2	15	0.0048	-13	0.8	0.1	-5	-4
52	Oc1ccccc1CNc1ncc(Br)cc1Br	-19[20 µM]	1	0	-0.029	-19	-1.7	-1.1	11	29
53	CCOC(=O)C1=Nc2ccccc2C1=[N+]=[N-]	-7	-4	-7	-0.98	-17	0.1	0.4	13	-11
54	CSc1ccccc1C(=O)Nc1cccc([N+](=O)[O-])c1	-16	-4	1	0.05	4	0.7	-0.1	32	-3
55	CCCn1nnnc1NCc1cccn1C	-25	-5	4	x	-9	0.9	0.8	-8	-19
56	Cc1cc(CN(C)C(=O)c2cc(COc3ccc(F)cc3Cl)on2)n[nH]1	-23	-3	-1	-4.7*	-4	-1.0	2.1	9	-38
